High-throughput results: PubChem BioAssay, National Center for Advancing Translational Sciences (NCATS)
TDP1 cell CPT: DT40-hTDP1 cell growth loss with CPT. chicken DT40 Tdp1-/-;hTDP1 cells + 20 nM CPT, ATP luminescence, 48 h. Potency, µM (titrated, usually from 46.2 µM), inactives show at the highest dose activity change, negative = growth inhibition, most hits filed as inhibitors. actives 12% (n = 420,000). AID 686979; further: nearly all actives have a fitted effect of over 55% in size
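Chicken DT40 Tdp1-/- cells complemented with human TDP1, 400 cells/well, exposed to compounds plus 20 nM camptothecin for at least 48 h at 37 C; viability read as ATP content by CellTiter-Glo luminescence.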
FEN1 inhibitor: blocks human flap endonuclease 1. P39748. Recombinant FEN1 flap cleavage, fluorescence, 15 min. Potency, µM (series often up to 114 µM), for the others: at the top dose activity change, negative = inhibition, usual class: inhibitors. actives 0.35% (n = 390,000). AID 588795; further: nearly all actives have a fitted effect of over 65% in size
Target sequence (P39748 whole entry, looked up): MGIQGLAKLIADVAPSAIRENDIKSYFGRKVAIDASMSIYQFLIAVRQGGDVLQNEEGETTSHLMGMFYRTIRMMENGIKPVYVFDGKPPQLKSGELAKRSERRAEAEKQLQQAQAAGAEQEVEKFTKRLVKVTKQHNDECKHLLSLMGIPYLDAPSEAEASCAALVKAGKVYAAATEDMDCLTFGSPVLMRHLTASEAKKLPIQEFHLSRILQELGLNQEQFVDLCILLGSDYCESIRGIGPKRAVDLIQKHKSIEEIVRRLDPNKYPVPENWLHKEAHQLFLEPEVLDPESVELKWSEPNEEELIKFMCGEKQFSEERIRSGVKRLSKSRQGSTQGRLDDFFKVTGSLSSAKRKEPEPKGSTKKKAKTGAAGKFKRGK
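Potency values derive from four-parameter Hill fits of normalized qHTS data. The reaction used 10 nM FEN1 preincubated 15 min at room temperature with compound, then 50 nM DNA substrate, read at 0 and 15 min.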
KAT2A inh: GCN5L2 (KAT2A) acetyltransferase inhibition; Potency, µM (series often up to 58.9 µM), inactives show at the top dose activity change, negative = inhibition, actives largely listed as inhibitors; Q92830; AID 504327; GCN5L2 HAT assay, ThioGlo1 CoA-SH fluorescence; actives 0.21% (n = 390,000)
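GCN5L2 (20 nM) in 50mM HEPES pH 7.5, 0.1mM EDTA, 0.01% Tween-20 preincubated 15 min with compounds at room temperature. Reaction started with H3(1-25) 75uM, acetyl-CoA 70uM, ThioGlo1 50uM; CoA-thiol fluorescence (Ex340/Em540) read at 0 and 20 min.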
* marks the source's active call; other numbers are inactive results; ? = inconclusive; nt = not tested or not shown; & = joins results of further samples; [ ] = dose if it differs, or a comment. The call rests on the fitted dose curve; in most records, active means well fitted curve in the direction sought with a large enough effect; inconclusive means small, poorly fitted or top-dose-only effect, or another doubt; inactive means no such curve, though single readings can be large; an effect the other way counts as inactive or inconclusive. On the % scale 0 is the no-effect control and ±100 the full control effect; potency means the concentration at half of the fitted maximal effect.

Start of the listing, in advance:
SMILES	TDP1 cell CPT	FEN1 inhibitor	KAT2A inh
CCOC(=O)c1cc2c(=O)n3ccccc3nc2n(CC(C)C)c1=NC(=O)C(C)Oc1ccccc1 (stereo unspecified)	?	6%	0%
CCOCCCNC(=O)c1cc2c(=O)n(C)c3ccccc3c2n1C	?	-13%	-4%
COc1ccc(Br)c2c1-c1nc(NC(=O)c3ccc(F)cc3)sc1C2	?	-2%	-7%

Results, repeating the preview:
SMILES	TDP1 cell CPT	FEN1 inhibitor	KAT2A inh
CCOC(=O)c1cc2c(=O)n3ccccc3nc2n(CC(C)C)c1=NC(=O)C(C)Oc1ccccc1 (stereo unspecified)	?	6%	0%
CCOCCCNC(=O)c1cc2c(=O)n(C)c3ccccc3c2n1C	?	-13%	-4%
COc1ccc(Br)c2c1-c1nc(NC(=O)c3ccc(F)cc3)sc1C2	?	-2%	-7%
Cc1cc(C(=O)NNC(=S)NC(=O)/C=C/c2ccccc2Cl)n[nH]1	?	0%	-7%
CC(C)N1CCC(=NNc2ccc([N+](=O)[O-])cc2S(=O)(=O)N2CCOCC2)CC1	?	0%	-4%
COC(=O)CCCc1nc2ccccc2s1	-13%	11%	-11%
Cc1cc(C)c(C)c(S(=O)(=O)N2CCC(C(=O)Nc3ccccc3N3CCOCC3)CC2)c1C	?	20%	-12%
Cc1ccccc1N1CCN(C2CCCN(C(=O)c3cnsn3)C2)CC1 (stereo unspecified)	?	-9%	-1%
Cc1cc2c(cc(C(=O)NCCCN3CCOCC3)n2Cc2ccc(Cl)cc2)o1	?	-3%	-7%
CCOc1ccc(OCC)c(NC(=O)CN2CCC(NC(=O)c3cccc(F)c3)CC2)c1	23µM*	0%	-2%
Cc1ccc(NC(=O)C2CC(Cl)=CCC2C(=O)O)c([N+](=O)[O-])c1 (stereo unspecified)	5%	9%	-9%
Cc1cc(Cl)c(S(=O)(=O)N2CCN(c3ccc(F)cc3)CC2)cc1OCC(=O)NC1CCCCC1	12µM*	-13%	-11%
COc1cccc2cc(C(=O)C3=C(O)C(=O)N(CCN(C)C)C3c3ccc(F)cc3)oc12 (stereo unspecified)	-15%	8%	-1%
C[C@]12CCC(=O)C[C@@H]1CC[C@@H]1[C@@H]2CC[C@]2(C)[C@@H](C(=O)COC(=O)CCC(=O)O)CC[C@@H]12	?	17%&-11%	2%&-5%
O=C(CCc1cccc(Cl)c1)NC1CCCN(Cc2ccccc2F)C1 (stereo unspecified)	-21%	-6%	-15%
Cn1cc(S(=O)(=O)CC(=O)Nc2ccc3c(c2)OCO3)c2ccccc21	0%	9%	-5%
O=C(CSc1ccc(F)cc1)Nc1ccccc1Br	3%	13%	-11%
CCOC(=O)c1sc(-c2ccc(Cl)cc2)nc1O	19%	3%	-3%
Cn1c(=O)c2c(ncn2CC(=O)OCC(=O)Nc2sccc2C(N)=O)n(C)c1=O	12%	0%	-4%
O=C(O)c1ccc(N2CC3CC(C2)c2cccc(=O)n2C3)c(NC(=S)Nc2ccc(Cl)cc2Cl)c1 (stereo unspecified)	-16%	9%	-17%
Cc1onc(-c2ccccc2Cl)c1C(=O)NNC(=O)c1nn(C)cc1Cl	7%	3%	-2%
Cc1ccc(C)c(S(=O)(=O)c2nnn3c2nc(NCc2ccc4c(c2)OCO4)c2sccc23)c1	18µM*	13%	-10%
CCOC(=O)c1c(NC(=O)CSc2nc3ccccc3o2)sc(C)c1C	?	0%	-8%
CN(C1CCCCC1)S(=O)(=O)c1ccc(NC(=O)Cn2nc(-c3ccc(F)cc3)ccc2=O)cc1	?	4%	3%
Cc1cc(N2CCOCC2)nc2ccc(NC(=S)N3CCCCC3C)cc12 (stereo unspecified)	?	-3%	-17%
O=C(COC(=O)c1ccco1)c1ccccc1	-19%	-1%	1%
Clc1ccc(CSc2nnc([C@@H]3CCCN3)o2)cc1Cl	0%	-2%	2%
COc1ccc(OC)c(N2CC(O)(c3ccccc3)[N+]3=C2SCCC3)c1 (stereo unspecified)	?	-8%	-3%
CN(CCC#N)C(=O)COC(=O)c1ccc(Cl)cc1O	11%	1%	13%
CSc1cccc(NC(=O)C(C)Sc2ccc(C)cc2)c1 (stereo unspecified)	-7%	-20%	-7%
O=C(Nc1ccc2c(c1)CCCN2C(=O)c1cccs1)c1ccccc1C(F)(F)F	?	12%	-2%
CC(C)C(NC(=O)C(c1ccccc1)c1ccccc1)c1nc2ccccc2[nH]1 (stereo unspecified)	?	1%	8%
Cc1coc2c1c(C)cc1oc(=O)cc(C)c12	19%	-1%	-8%
COc1ccc(NC(=O)c2c(NC(=O)COc3ccccc3)sc3c2CCCCC3)cc1	-1%	0%	-6%
CCc1c(C)nc(SCC(=O)NNC(=O)Cc2ccc(OC)cc2)[nH]c1=O	-13%	20%	?
O=C(CNC(=O)c1cccc(Br)c1)N/N=C/c1ccc2c(c1)OCO2	-6%	-21%	1%
COc1cccc(C2c3[nH]c4ccccc4c3C[C@H]3C(=O)N(C4CC4)CC(=O)N23)c1 (stereo partly specified)	?	17%	-2%
NS(=O)(=O)c1ccc(N=Cc2c(O)c3ccccc3oc2=O)cc1	11%	2%	0%
NNc1nc(Nc2ccccc2)nc(N2CCCCC2)n1	?	-6%	4%
O=C(O)C(Cc1ccccc1)NS(=O)(=O)c1ccc(Cl)cc1 (stereo unspecified)	8%	21%	3%
CC(O)CNCCCOc1cccc(Oc2ccccc2)c1 (stereo unspecified)	16µM*	1%	-14%
COC(=O)c1[nH]c2ccc(C)cc2c1NC(=O)CN1CCCc2ccccc21	-26%	?	-15%
COCCCn1c(C)nnc1SCc1ccc(C(C)(C)C)cc1	?	-3%	-4%
CC(=O)Nc1ccc(S(=O)(=O)NNC(=O)CCC(=O)NCc2ccccc2)cc1	-15%	2%	-2%
Cc1[nH]c(=O)c(C#N)c(C)c1CSc1ncccn1	0%	1%	nt

Four compounds out of the list, arranged by number of heavy atoms, low to high.
SMILES	TDP1 cell CPT	FEN1 inhibitor	KAT2A inh
Cc1cc(N2CCOCC2)nc2ccc(NC(=S)N3CCCCC3C)cc12 (stereo unspecified)	?	-3%	-17%
O=C(Nc1ccc2c(c1)CCCN2C(=O)c1cccs1)c1ccccc1C(F)(F)F	?	12%	-2%
COc1ccc(NC(=O)c2c(NC(=O)COc3ccccc3)sc3c2CCCCC3)cc1	-1%	0%	-6%
Cc1cc(Cl)c(S(=O)(=O)N2CCN(c3ccc(F)cc3)CC2)cc1OCC(=O)NC1CCCCC1	12µM*	-13%	-11%

Other compounds
SMILES	TDP1 cell CPT	FEN1 inhibitor	KAT2A inh
O=C(CSc1nccn1Cc1ccc(F)cc1)Nc1nc2ccccc2s1	18µM*	-1%	-16%
Cc1ccc(C(=O)NCC(c2ccco2)N2CCCCC2)s1 (stereo unspecified)	?	12%	-3%
COc1ccc(N(C(=O)c2ccccc2C)S(=O)(=O)c2ccc3c(c2)n(C)c(=O)n3C)cc1	-22%	-9%	-4%
Nc1ccccc1C(=O)N1CCCC1	13%	0%	-5%
COc1cc(C(=O)NCC2CCCO2)ccc1OCc1ccc(Cl)cc1 (stereo unspecified)	?	7%	0%
Cc1cc(C)cc(NC(=O)CSc2nncn3c2cc2occc23)c1	-25%	-11%	-18%
CC1CCCC(C)N1CCCNC(=O)c1csc2c1CCCCC2 (stereo unspecified)	-27%	19%	-17%
CC1CCCN(C(=O)NC2CC(=O)N(c3ccc4c(c3)OCCO4)C2)C1 (stereo unspecified)	-14%	7%	0%
CC1CCN(Cc2c(C(=O)N/N=C/c3ccc(C(C)C)cc3)nnn2-c2nonc2N)CC1	?	8%	4%
N#Cc1ccccc1S(=O)(=O)N1CCN(C(=O)c2cn(-c3ccccc3)nc2-c2cccnc2)CC1	-2%	-2%	2%
Cc1ccc(S(=O)(=O)Nc2ccccc2F)cc1C(=O)N1CCCC1	0%	-3%	-10%
COc1ccccc1CNc1nc(-c2ccco2)nn1S(=O)(=O)c1ccc(C)cc1	?	1%	-7%
COc1ccc(-c2c3c(=O)n(C)c(=O)n(C)c3cn2C2CCCCC2)cc1	?	?	-4%
COc1cccc(CC(=O)NNC(=O)CN(C)S(=O)(=O)c2ccc(C)cc2)c1	-7%	-11%	3%
O=C(Cn1nc(-c2ccc(Cl)cc2)ccc1=O)NCC1COCCO1 (stereo unspecified)	-5%	1%	1%

One compound at a time, from the list above. Screens in order: TDP1 cell CPT	FEN1 inhibitor	KAT2A inh
`CC1CCN(Cc2c(C(=O)N/N=C/c3ccc(C(C)C)cc3)nnn2-c2nonc2N)CC1` in the list: ?	8%	4%
`COc1cccc(CC(=O)NNC(=O)CN(C)S(=O)(=O)c2ccc(C)cc2)c1` in the list: -7%	-11%	3%
`Cc1ccc(NC(=O)C2CC(Cl)=CCC2C(=O)O)c([N+](=O)[O-])c1` (stereo unspecified) in the list: 5%	9%	-9%

Next compounds follow.
SMILES	TDP1 cell CPT	FEN1 inhibitor	KAT2A inh
CC1CC(C)CN(CC(=O)c2cccs2)C1 (stereo unspecified)	-11%	-2%	-2%
CCN(CC)c1ccc(NC(=O)c2sc3ccccc3c2Cl)cc1	21µM*	-13%	-15%
O=C(C[n+]1csc2ccccc21)c1ccc(O)c(O)c1	?	50µM*	nt
Cc1nn(Cc2c(F)c(F)c(F)c(F)c2F)c(C)c1NC(=O)c1nn(C)cc1Br	?	16%	-24%
COc1ccc2[nH]c(=O)c(CN(Cc3nnnn3Cc3ccco3)C3CCCCC3)cc2c1	?	-13%	-20%
Cc1cccc(CNC(=O)c2ccc3nc(Cc4ccccc4)oc3c2)c1	21µM*	0%	-1%
Nn1c(Cc2cccc3ccccc23)nnc1SCCOc1ccc(Br)cc1	?	-10%	-15%
Cc1ccc(C(=O)CSc2ncc3c(n2)-c2ccccc2N(Cc2ccc(Cl)cc2)S3(=O)=O)cc1	-16%	19%	24%
CC(C)C(NC(=O)C1(NC(=O)OCc2ccccc2)CCCC1)C(=O)O (stereo unspecified)	6%	7%	nt
CN1CCN(c2ccc(CNS(=O)(=O)Cc3ccc(Cl)cc3)cc2)CC1	?	-8%	0%
Cc1cc(-c2ccc(S(=O)(=O)Nc3cccc(C)c3C)s2)on1	2.9µM*	11%	0%
Cc1cccc(NC(=O)CCc2nnc3ccc(N4CCC(C)CC4)nn23)n1	-8%	2%	-7%
CCOC(=O)c1ccc2c(c1)n(CCO)c(C)[n+]2CC	-7%	-1%	-3%
COc1cccc(-c2ccc3ncnc(NC4CC4)c3c2)c1	16µM*	nt	-13%
COC(=O)c1nn(-c2ccccc2)ccc1=O	-7%	0%	-15%
COc1ccc(CCNC(=O)CSc2cccc3cccnc23)cc1OC	14%	14%	1%
CCOC(=O)c1c(NC(=O)C(=O)N/N=C/c2ccccc2O)sc2c1CCCCC2	2.9µM*	0%	52%[activator]
Cn1c(=O)c(-c2cc(=O)[nH][nH]2)c(O)c2ccccc21	-7%	11%	-14%
Cc1cccn2cc(CCNC(=O)c3ccco3)nc12	7%	0%	-2%
Cc1ccc2c(c1)/C(=C/c1ccccc1C)C(=O)N2	-30%	-17%	-8%
Cc1ccc(NC(=O)COc2ccc(-c3nnco3)cc2)cc1S(=O)(=O)N1CCOCC1	?	12%	0%
Cc1ccc(NC(=O)CCNS(=O)(=O)c2ccc3[nH]c(=O)oc3c2)cc1F	5%	-8%	-3%
O=c1[nH]cnc2c1ncn2-c1ccc(Cl)cc1	5%	0%	nt
CC(C)(C)OC(=O)C(C1NC(C(=O)O)C(C)(C)S1)N1C(=O)c2ccccc2C1=O (stereo unspecified)	9%	4%	nt
Cc1cc2c(c(=O)n1CCc1ccccc1)C(c1ccco1)C(C#N)=C(N)O2 (stereo unspecified)	-25%	-4%	-10%
O=C(O)CC(CCc1ccccc1)OC1OC(CO)C(O)C(O)C1O (stereo unspecified)	0%	7.9µM*	-23%
Cn1nnnc1SCC(=O)Nc1ccccc1[N+](=O)[O-]	8%	1%	-5%
COc1ccc(NC(=O)C/C(C)=N/NC(=O)C(=O)NC2CCCCC2)c(OC)c1	0%	5%	-7%
O=C(N/N=C/c1cccc(O)c1)c1csc2ccccc12	?	0%	6%
Fc1cccc(CSc2ccc(-c3cccs3)nn2)c1	-29%	13%	-6%
Cc1ccc(Cl)cc1N(C)C(=O)c1noc2c1CCCCC2	?	-16%	2%
CCc1c(C(=O)NNC(=S)NC2CCCCC2)csc1C	-23%	-1%	-10%
CCOc1ccc(-n2c(=O)c3sccc3n(CC(=O)NCc3ccco3)c2=O)cc1	-16%	14%	4%
COc1ccc(/C=N/Nc2ncnc(Cl)c2N)cc1OC	5%	-21%	1%
COc1cc(N)c(C(O)c2nccc3cc(OC)c(OC)cc23)cc1OC (stereo unspecified)	?	-3%	0%
CNC(=S)NN(c1ccccc1)c1ccccc1	-6%	4%	-1%
N#Cc1ccc(-c2ccc(F)cc2)nc1SCC(=O)Nc1sc2c(c1C#N)CCC2	-28%	9%	-13%
O=S(=O)(c1ccc(Br)cc1F)N1CCCCC1CCO (stereo unspecified)	7%	-5%	nt
COc1cc(C(=O)Nc2ccc(O)cc2C(=O)O)ccc1OC(C)=O	-21%	-2%	-3%

Only part of the results is shown; the hit share may differ from the screen's.
